Rev-erbA mod – modulators of Rev-erb alpha DNA binding, primary screen, biochemical, FITC-DNA, fluorescence polarization, uHTS; Rev-erbα–FITC-DNA binding, 90 min; activity, % at 10 µM; hit rate 0.79% among 370,000; AID 1259318, 2017;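 active = activity above about 14%, limit read from the data; passing the limit was not always enough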;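 also: 0% = DMSO wells with 35 nM protein and 100% = DMSO wells with 750 nM protein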
sPLA2-III inh – human group III sPLA2 inhibitors, primary screen, biochemical, QFRET, BODIPY PC-A2 liposome substrate | QFRET BODIPY PC-A2 liposome hydrolysis, fluorescence | inhibition, % at 12.2 µM | hit rate 0.56% among 370,000 | AID 743126, 2013;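 active = inhibition above mean plus 3 SD of compounds lying within the high and low control bounds, cut at about 19% in these data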;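 also: 0% = median of test compound wells and 100% = no enzyme DMSO wells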
Target sequence (Q9NZ20 whole entry, looked up): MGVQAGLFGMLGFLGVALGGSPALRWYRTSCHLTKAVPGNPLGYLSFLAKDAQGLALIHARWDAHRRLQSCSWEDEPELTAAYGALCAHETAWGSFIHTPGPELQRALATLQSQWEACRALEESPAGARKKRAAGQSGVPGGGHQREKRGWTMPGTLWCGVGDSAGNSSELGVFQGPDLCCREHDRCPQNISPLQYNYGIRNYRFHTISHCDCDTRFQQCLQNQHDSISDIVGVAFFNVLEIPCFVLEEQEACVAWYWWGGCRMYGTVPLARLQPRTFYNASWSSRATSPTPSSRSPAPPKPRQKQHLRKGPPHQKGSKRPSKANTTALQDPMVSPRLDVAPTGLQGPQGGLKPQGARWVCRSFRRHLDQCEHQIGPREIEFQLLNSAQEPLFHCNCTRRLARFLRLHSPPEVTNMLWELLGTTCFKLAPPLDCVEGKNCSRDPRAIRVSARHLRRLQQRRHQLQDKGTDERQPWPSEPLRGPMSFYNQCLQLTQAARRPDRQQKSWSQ
FXN GAA850 act – FXN promoter activators, primary screen, cell-based, luciferase luminescence, HEK293 lucGAA850; hit rate 0.56% among 360,000; activation, % at 6 µM; HEK293 lucGAA850 FXN promoter luciferase reporter, 24 h; percent of 10 µM SAHA response;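 active = activation above the average of all compounds screened plus 3 SD, cutoff fixed separately per campaign, cut at about 7.5% in these data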;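 also: 0% = DMSO wells and 100% = 10 µM SAHA wells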
ssDAF12 agonist – S. stercoralis DAF-12 nuclear receptor activators, primary screen, cell-based, luminescence, HEK293, GRIP1 co-expression, lit1-tk-luc; HEK293 ssDAF-12/GRIP1 lit1-tk-luc reporter; % of 3 µM dafachronic acid response; activation, % at 6.8 µM; hit rate 1% among 370,000;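 active = activation above the mean over all tested compounds plus 3 SD, cut at about 0.9% in these data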;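 also: 0% = DMSO-only wells and 100% = 3 µM delta7-dafachronic acid wells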
SMARCA2 activ – SMARCA2 (BRM) function activators, primary screen, cell-based, luminescence, high throughput | hit rate 1% among 370,000 | AID 652017, 2013 | activation, % at 9.1 µM | MG213 cells, MMTV-luciferase reporter, dexamethasone, overnight; in the data active = activation above about 7.8%;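 also: 0% = vehicle wells and 100% = reference activator wells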
hgDAF-12 ag – H. glycines DAF-12 receptor agonists, primary screen, cell-based, luminescence, HEK293, GAL4 fusion, UAS-luciferase; HEK293 GAL4-hgDAF12 UAS-luciferase reporter, agonist luminescence; normalized to butyrate control; activation, % at 6.8 µM; hit rate 1.8% among 370,000; AID 687014, 2013;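 active = activation above a cutoff set at the mean of all screened compounds plus 3 SD, cut at about 10% in these data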;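 also: 0% = DMSO wells and 100% = sodium butyrate wells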
PG9 Ab binder – binders of HIV-1 gp120 antibody PG9, primary screen, biochemical, TR-FRET; HIV-1 gp120 / PG9 antibody interaction; TR-FRET gp120-PG9 antibody binding; inhibition, % at 6.7 µM; hit rate 0.43% among 360,000; AID 624416, 2012; in the data active = inhibition above about 8.5%
DAX1 inh-1 – DAX1 (NR0B1) inhibitors, primary screen, cell-based, HEK293, Gal4-DAX1, luciferase luminescence; inhibition, % at 6.75 µM; hit rate 0.99% among 340,000; Nuclear receptor subfamily 0 group B member 1 (Homo sapiens), P51843; HEK293 Gal4-DAX1 luciferase reporter; AID 504766, 2011;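 active = inhibition above the mean over all tested compounds plus 3 SD, cut at about 4.2% in these data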;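 also: 0% = DAX1-transfected cells with DMSO and 100% = empty-vector control cells with DMSO; inhibition shows as a rise in luminescence from relieved DAX1 repression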
Target sequence (P51843 207-470 limits assumed): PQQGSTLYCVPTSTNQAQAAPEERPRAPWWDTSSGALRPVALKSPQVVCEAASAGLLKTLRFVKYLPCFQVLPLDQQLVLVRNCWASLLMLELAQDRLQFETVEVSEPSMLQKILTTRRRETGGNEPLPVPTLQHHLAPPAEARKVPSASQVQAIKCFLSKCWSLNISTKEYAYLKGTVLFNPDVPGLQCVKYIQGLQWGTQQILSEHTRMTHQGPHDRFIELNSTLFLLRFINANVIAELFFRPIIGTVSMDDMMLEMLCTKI
DAX1 inh-2 – DAX1 (NR0B1) inhibitors on StAR promoter, primary screen, cell-based, luminescence, SF-1 (NR5A1), full-length DAX-1; hit rate 1.1% among 370,000; inhibition, % at 6.8 µM; HEK293T StAR-luciferase reporter, SF-1/DAX-1 repression relief; AID 652010, 2013;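 active = inhibition above the mean over all tested compounds plus 3 SD, cut at about 3.6% in these data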;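 also: 0% = DAX-1 cells with DMSO and 100% = cells lacking DAX-1 with DMSO; higher inhibition means more luminescence from relief of DAX-1 repression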
hcDAF-12 act – H. contortus DAF-12 nuclear receptor activators, primary screen, cell-based, luminescence, HEK293, lit1-tk-luc reporter; HEK293 hcDAF-12 lit1-tk-luc reporter; 0% DMSO, 100% Δ7-dafachronic acid; activation, % at 6.8 µM; hit rate 1.4% among 370,000; AID 652067, 2013;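 active = activation above the mean of all tested compounds plus 3 SD, cut at about 5.5% in these data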;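 also: 100% = response to 3 µM Δ7-dafachronic acid high control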
PLC-beta3 inh – human PLC-beta3 inhibitors, primary screen, biochemical, fluorescence | 1-phosphatidylinositol 4,5-bisphosphate phosphodiesterase beta-3 (Homo sapiens), Q01970 | Purified PLC-beta3, fluorogenic substrate | inhibition, % at 12.2 µM | hit rate 0.18% among 370,000 | AID 720704, 2013; in the data active = inhibition above about 11%;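 also: 0% = median of compound wells on plate and 100% = full blocker control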
Active calls of the source: *; i = inactive; nt = no result given. Rows are unselected; 7% or so of the library scored in one or more.

SMILES	Rev-erbA mod	sPLA2-III inh	FXN GAA850 act	ssDAF12 agonist	SMARCA2 activ	hgDAF-12 ag	PG9 Ab binder	DAX1 inh-1	DAX1 inh-2	hcDAF-12 act	PLC-beta3 inh
O=C1NC(=S)N(C(=O)c2ccc(F)cc2)/C1=C/c1ccccc1	3	-14	-0.7	-1.3	0	2.8	-2.7	-1.0	0.4	0.6	-48
Cc1ccccc1-c1nnc(NC(=O)c2ccc(N3C(=O)CCC3=O)cc2)s1	5	-5	-2.4	-1.1	-2	2.6	0.7	0.8	-0.4	1.5	-23
COc1ccc(C)cc1Nc1n[n+](-c2ccccc2)c(-c2c(Cl)cccc2Cl)s1	-2	-2	nt	-1.4	-8	-0.3	-1.4	nt	-1.4	-1.4	1
COc1ccc(C(=O)Nc2ccc3oc(-c4cccc(F)c4)nc3c2)cc1OC	7	-2	1.7	-1.9	-1	0.1	1.6	-0.7	2.8	-2.4	-5
Cc1cc(NC(=O)C2CC(=O)N(c3ccc(Cl)cc3)C2)no1 (stereo not given)	-1	3	-0.5	-0.4	-2	2.1	-0.3	-0.3	0.4	-1.8	-2
CC(C)CCC1(C)NC(=O)N(CC(=O)NCC(=O)Nc2ccc(F)c(F)c2F)C1=O (stereo not given)	1	-3	0.3	-0.3	1	-2.7	-0.2	-0.8	-0.2	1.8	-8
Cn1c(N)c(C(=O)COC(=O)CSc2cccc3cccc(Cl)c23)c(=O)n(C)c1=O	14	2	-0.9	-0.8	-1	0.2	0.0	0.0	1.1	0.8	-8
CCN1C[C@@H]2[C@@H]3C(=O)N(C)C(=O)[C@@H]3[C@](C)(C1=O)N2C(=O)c1ccccc1	2	4	-0.3	-0.6	0	-3.0	1.4	0.5	-0.6	-0.9	1
COc1ccc(-c2ccc3c(N)c(C(=O)c4cccc(OC)c4)sc3n2)cc1	1	-12	1.9	-0.3	-3	4.5	1.1	-0.2	0.3	0.0	-480
CCc1ccc(CN2CCC(n3nccc3NC(=O)c3ccccc3OC)CC2)o1	-1	-7	-1.1	-1.8	1	-3.1	0.2	2.2	-0.3	0.0	-2
CN(C)/C=C/C(=O)c1ccc(F)cc1F	-7	10	2.1	-0.4	-3	-2.2	0.8	-0.7	0.3	0.0	-10
COc1cc(C(=O)c2nccc3cc(OC)c(OC)cc23)c([N+](=O)[O-])cc1OC	-2	-10	2.5	-2.0	1	-0.6	0.7	-0.9	0.1	-1.7	-11
CCNC(=O)NC(=O)CSc1nc2ccccc2n1CCOC	1	6	1.3	-1.7	0	0.1	-1.4	-0.8	-0.1	-1.2	1
Cn1cnnc1SCc1ccc(C(=O)N/N=C(/CCC(=O)O)c2ccc(C(C)(C)C)cc2)cc1	-3	0	0.2	-1.6	1	2.5	-2.7	0.5	1.0	1.0	-4
CCOCCCNC(=O)c1ccc(Cn2c(=S)[nH]c3c([nH]c4ccc(OC)cc43)c2=O)cc1	5	7	1.6	-0.9	0	6.3	-0.6	-1.0	-0.8	-0.7	-24
O=C(Nn1cnc2ccccc2c1=O)c1cccc(Cl)c1	4	0	7.3	0.7	8	3.4	-2.1	-0.8	0.3	-0.4	-1
Cc1ccc(NC(=O)CCN2C(=O)c3ccccc3S2(=O)=O)cc1C	-1	4	0.2	-0.7	-2	2.8	-0.3	0.5	2.2	-1.2	-3
Cc1cc(S(=O)(=O)NC(C)c2nnc3ccccn23)ccc1Br (stereo not given)	6	14	1.6	-1.4	-3	3.6	2.0	1.5	0.1	0.2	-6
CC(=O)C1=C(C)Nc2ncnn2C1c1ccc(F)cc1 (stereo not given)	0	22*	1.8	-0.8	-2	0.3	-1.7	-0.2	0.9	-1.2	-8
CCCn1nc(NC(=O)c2ccco2)c2cc3cc(C)ccc3nc21	-2	8	0.5	-0.2	3	0.4	-2.5	-0.2	-0.7	2.6	-284
CC(C)[C@H](NC(=O)OC(C)(C)C)c1cc(C(=O)N[C@@H](C)c2ccccc2)c(N)s1	6	7	nt	-0.6	-3	5.7	1.0	nt	1.6	-1.1	-17
Fc1ccc(-c2nc3c4ccccc4ccn3c2Cc2cccc(F)c2)cc1	4	2	nt	0.1	-5	6.7	0.2	nt	-0.4	5.6*	i
O=C(/C=C/Nc1cccc(C(F)(F)F)c1)c1ccco1	-3	-4	4.4	-0.2	8.7*	8.3	-0.5	0.5	1.1	4.6	-12
CC(NCCOc1ccccc1F)C(=O)Nc1ccc(S(N)(=O)=O)cc1 (stereo not given)	-3	-4	2.0	-0.8	-3	0.2	-1.2	-0.1	-0.9	-1.6	-3
Cc1cc(OCc2ccc(C(=O)Nc3ccc(C(=O)O)cc3)o2)ccc1Cl	-4	0	2.6	-0.8	4	-1.5	-2.4	1.2	-0.1	0.2	-5

(further entries)
SMILES	Rev-erbA mod	sPLA2-III inh	FXN GAA850 act	ssDAF12 agonist	SMARCA2 activ	hgDAF-12 ag	PG9 Ab binder	DAX1 inh-1	DAX1 inh-2	hcDAF-12 act	PLC-beta3 inh
Cc1c(-n2c(SCC(=O)O)nnc2-c2ccccc2Cl)c(=O)n(-c2ccccc2)n1C	1	-1	-0.4	-1.0	-1	-2.4	0.0	-0.5	-1.1	-1.1	1
COc1ccc(NC(=O)[C@@H]2CC=C[C@@H]3CCN(C4CCCCC4)C(=O)[C@@H]32)cc1	-2	3	-0.8	-1.8	0	0.2	-2.0	0.5	0.3	-1.4	3
O=C(NCc1ccc(OC(F)(F)F)cc1)C1CC(c2c(Cl)cccc2Cl)=NO1 (stereo not given)	0	-8	0.6	-1.1	0	-3.5	-3.0	-0.7	-0.2	-2.4	6
NC(=O)Cn1c(=O)n(C2CCCCC2)c(=O)c2c3c(sc21)CCCCC3	0	-2	0.4	-1.4	0	1.0	-2.5	0.3	0.3	0.5	2
COC(=O)c1ccccc1NC(=O)CCS(=O)(=O)c1cc2c(cc1C)NC(=O)CO2	5	4	0.5	-0.2	2	0.7	0.1	0.2	0.2	4.2	-5
CCOc1ccc(C2C(C#N)=C(N)Oc3n[nH]c(C)c32)cc1OC(=O)C1CC1 (stereo not given)	1	-17	-1.6	-0.5	2	-0.8	2.0	3.0	-0.1	-0.6	3
O=C(O)c1ccccc1-c1ccccc1C(=O)Nc1ccc(F)cc1	3	-3	0.5	-1.2	-3	-1.2	0.9	-1.4	0.0	-1.3	7
O=C(NC1CCCCN(Cc2ccc(Cl)cc2)C1=O)c1cccc2nsnc12 (stereo not given)	-2	-6	nt	-0.2	-1	0.1	nt	nt	-1.4	-0.4	-3
COc1ccccc1/C=C(/C(=O)OCC(=O)N(C)Cc1ccccc1)c1ccccc1	-1	-7	2.5	-0.9	-1	-0.9	-0.6	-0.8	-0.3	-1.8	-2
CCS(=O)(=O)N1CCC(C(=O)Oc2ccccc2OC)CC1	0	-2	0.4	-1.7	-1	-0.1	-1.6	0.3	0.5	0.4	-3
Cc1cc(C(=O)CSc2nnnn2C)c(C)n1CCc1ccc(F)cc1	-8	2	-0.6	-0.5	-2	1.9	-0.9	0.8	-0.5	4.4	2
CC(C)(C)NC(=O)CSc1nnc(NC(=O)c2ccccc2Cl)s1	-5	-6	2.9	-1.4	0	4.5	-1.5	3.8	0.6	-0.2	-1
CC1CCC(NC(=O)CSc2nnnn2C)CC1 (stereo not given)	-3	14	2.6	-0.5	-1	0.9	2.8	-0.1	-0.4	-0.1	-10
CNC(=O)Nc1cc(NC(=O)NC)cc(C(F)(F)F)c1	-3	-2	1.4	-0.8	3	-0.6	-1.2	0.8	-0.1	-1.9	-5
O=[N+]([O-])c1ccc(Nc2ccccc2)c2nonc12	19	2	-0.9	-0.9	-3	-2.8	-5.3	0.8	-0.3	3.0	-8
CCOC(=O)C1CCN(C(=O)CCNC(=O)c2cc(OC)c(OC)c(OC)c2)CC1	4	3	1.6	-1.7	-6	-0.6	-1.7	0.0	-0.4	-0.1	5
O=C(N/N=C/c1cc2c(cc1Cl)OCO2)c1ccccn1	7	-1	3.4	-1.2	5	8.0	0.7	3.8	2.0	3.0	-10
COC(=O)c1ccc(/C=N/N2CCN(Cc3ccccc3)CC2)cc1	-1	1	1.5	-1.3	1	2.7	-0.8	0.2	-0.2	-0.7	3
COc1ccc2nc(SCCOC(=O)Nc3ccc(Cl)cc3)nc(C)c2c1	0	-29	0.0	-1.6	-2	-0.7	0.0	-2.0	0.0	-1.8	-17
O=C(COc1ccc(F)c(Cl)c1)Nc1ccc(N2CCOCC2)cc1	6	2	-1.2	-1.0	1	-3.0	0.6	-0.1	-2.1	-2.0	2
Cn1ccnc1C(=O)c1cc(SCC(=O)NC2CC2)nc2ccccc12	-3	-2	-0.7	-1.1	-3	-6.2	0.7	0.4	0.5	0.6	-40
CCCCC(=O)OCc1c(-c2cccc(OC)c2)ncc2ccccc12	4	8	0.8	-0.6	1	0.4	0.6	-1.4	-0.1	-2.8	-2
NS(=O)(=O)c1ccc(Sc2nc3ccccc3s2)c([N+](=O)[O-])c1	1	-10	-10.0	-2.5	-7	-10	-1.9	-8.7	-2.1	-4.7	-7
COc1ccc(-c2cc3nc(C)cc(NCCO)n3n2)cc1	1	0	-0.3	-0.6	1	0.1	-1.0	-0.7	-0.1	-0.7	-72
COc1ccccc1C(=O)N(CCN(C)C)c1nc2cc(C)cc(C)c2s1	-7	-15	-2.1	-1.5	-1	-2.2	-1.8	-1.7	-0.6	-3.1	-5
O=C1NC(=O)/C(=C\c2cn(CC(=O)N3CCOCC3)c3ccccc23)S1	4	-1	0.5	-0.9	0	3.4	-12	-0.8	-0.4	-2.4	-9
CCc1ccc(NC(=O)C2CCN(S(=O)(=O)c3c(C)[nH]c(=O)[nH]c3=O)CC2)cc1	-4	3	1.1	-0.9	1	0.5	-0.3	-0.1	-0.4	-1.9	5
CCOc1cc(S(=O)(=O)N2CCN(CC)CC2)ccc1Cl	4	-3	0.7	-0.9	1	-2.0	0.7	0.1	-0.4	-0.8	-1
COc1ccc(CN2CCNC(=O)C2CC(=O)N(C)Cc2ccon2)c(F)c1 (stereo not given)	0	-4	0.2	-0.8	0	1.9	-0.9	-0.3	2.2	1.0	-22

Source: PubChem (several laboratories)
